# HRas wt GTP = human HRas wildtype GTP binding, change in either direction; P01112; GST-Ras wt beads, Bodipy-FL-GTP binding, flow cytometry; actives lie on both sides; GTP binding activity, % at 10 µM; 190,000 compounds, 0.14% hits;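 active = GTP binding activity at least 20% away from the 100% baseline, either lowered as inhibitor or raised as activator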;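 also: 0% = unlabeled GTP competition control and 100% = no-compound control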
# Target sequence (P01112 whole entry, looked up): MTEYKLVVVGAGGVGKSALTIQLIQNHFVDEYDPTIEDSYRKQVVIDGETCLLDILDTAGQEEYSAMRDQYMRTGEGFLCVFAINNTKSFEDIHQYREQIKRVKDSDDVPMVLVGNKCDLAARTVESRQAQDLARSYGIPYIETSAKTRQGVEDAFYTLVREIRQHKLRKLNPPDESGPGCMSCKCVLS
# Rac1 mut GTP = alters GTP binding to activated mutant human Rac1; P63000; GST-Rac1 activated beads, fluorescent GTP binding, flow cytometry; actives lie on both sides; 100% means binding = to untreated wells; percent activity (GTP binding), % at 10 µM; 190,000 compounds, 0.11% hits; AID 764;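 active = GTP binding at least 20 percentage points away from the 100% baseline, in either direction, so actives lie on both sides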
# Rab2A wt mod = changes GTP binding to wildtype dog Rab2A, up or down | 190,000 compounds, 0.19% hits | GST-Rab2 wt beads, Bodipy-GTP binding, flow cytometry | GTP binding activity, % at 10 µM | P61105;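 active = GTP binding activity at least 20 points away from 100%, either lowered or raised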;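 also: 0% = beads with excess unlabeled GTP and 100% = no-compound control corrected for plate trend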
# Rab7 wt modul = dog Rab7 wildtype GTP binding, inhibitors and activators. GST-Rab7 beads, fluorescent GTP binding, flow cytometry; actives lie on both sides; untreated = 100%, excess cold GTP = 0%. GTP binding activity (percent of control), % at 10 µM. 190,000 compounds, 0.055% hits. AID 758;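 active = fluorescent GTP binding to Rab7 beads changed by at least 20 points from the 100% baseline, either direction, mostly lower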;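 also: median green fluorescence of bound Bodipy-FL-GTP per Rab7 bead population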
# Rac1 wt modul = alters GTP binding to wildtype human Rac1; P63000; GST-Rac1 beads, fluorescent GTP binding, flow cytometry; actives lie on both sides; 0 = cold GTP competed, 100 = untreated; GTP binding activity (% of control), % at 10 µM; 190,000 compounds, 0.27% hits; AID 757;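 active = GTP binding activity at least 20 points away from the 100% control level, either lower or higher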
# Bfl-1 Bim block = disrupts Bim binding to human Bfl-1 | Bead-based flow cytometry, Bim-Bfl-1 binding inhibition | inhibition, % at 10 µM | 190,000 compounds, 0.12% hits | AID 1008;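 also: 0% = wells without compound plus tracer and 100% = blocker peptide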
# Bim-Bcl-2 = disrupts Bim peptide binding to human Bcl-2; P10415; 190,000 compounds, 0.06% hits; Bead-based flow cytometry, Bim peptide-Bcl-2 binding; AID 950; inhibition, % at 10 µM; in the data active = inhibition above about 40%;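 also: 0% = no compound wells with probe peptide and 100% = reference peptide inhibitor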
# Cdc42 wt = changes GTP binding to wildtype human Cdc42 | GST-Cdc42 beads, Bodipy-GTP binding, flow cytometry; actives lie on both sides | percent activity (GTP binding), % at 10 µM | 190,000 compounds, 0.2% hits | AID 761;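 active = percent activity GTP binding at least 20 points away from the 100% baseline, either down as inhibitor or up as activator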;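 also: median bead fluorescence of bound Bodipy-FL-GTP at 100 nM; 0% = excess unlabeled GTP control and 100% = no compound control; below 100% means less GTP binding so inhibitor and above means activator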
# Bcl-XL Bim block = inhibitors of Bim-Bcl-XL interaction, human | Q07817 | 190,000 compounds, 0.04% hits | inhibition, % at 10 µM | Bim peptide-Bcl-XL binding, bead flow cytometry, fluorescence
# Target sequence (Q07817 whole entry, looked up): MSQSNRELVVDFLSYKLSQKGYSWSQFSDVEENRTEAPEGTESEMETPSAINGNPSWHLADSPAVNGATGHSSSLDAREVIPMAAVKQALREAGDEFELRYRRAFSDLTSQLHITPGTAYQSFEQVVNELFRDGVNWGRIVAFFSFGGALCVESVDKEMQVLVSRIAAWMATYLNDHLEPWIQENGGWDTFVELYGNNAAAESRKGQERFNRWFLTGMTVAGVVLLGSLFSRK
# Bim-Bcl-W = inhibitors of Bim-Bcl-W interaction, human. bead-based flow cytometry, Bim peptide-Bcl-W binding. inhibition, % at 10 µM. 190,000 compounds, 0.02% hits. AID 952;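 also: 0% = bound tracer without compound and 100% = peptide blocker; higher means less fluorescent Bim peptide bound to Bcl-W beads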
# Target sequence (Q92843 whole entry, looked up): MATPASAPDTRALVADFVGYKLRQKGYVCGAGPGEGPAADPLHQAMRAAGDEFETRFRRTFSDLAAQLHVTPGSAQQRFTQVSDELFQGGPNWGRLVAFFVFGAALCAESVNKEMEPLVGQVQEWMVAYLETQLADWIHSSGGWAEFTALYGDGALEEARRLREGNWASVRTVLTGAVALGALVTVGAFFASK
# Bcl-B Bim block = disrupts Bim peptide binding to human Bcl-B | Q9HD36 | bead-based flow cytometry | inhibition, % at 10 µM | 190,000 compounds, 0.073% hits;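 also: 0% = tracer peptide without compound and 100% = reference inhibitor peptide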
# Target sequence (Q9HD36 whole entry, looked up): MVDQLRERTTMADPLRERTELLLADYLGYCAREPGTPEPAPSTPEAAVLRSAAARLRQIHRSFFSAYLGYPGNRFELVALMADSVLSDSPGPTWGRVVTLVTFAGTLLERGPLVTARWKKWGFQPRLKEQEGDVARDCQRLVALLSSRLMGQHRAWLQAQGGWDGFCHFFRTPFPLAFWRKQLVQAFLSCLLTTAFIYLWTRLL
# * = called active by the depositor. Rule as the data show it, unless noted: active = inhibition above about 40%.
SMILES,HRas wt GTP,Rac1 mut GTP,Rab2A wt mod,Rab7 wt modul,Rac1 wt modul,Bfl-1 Bim block,Bim-Bcl-2,Cdc42 wt,Bcl-XL Bim block,Bim-Bcl-W,Bcl-B Bim block
COc1ccc(S(=O)(=O)N2CCCC(C(=O)Nc3ccc(OC)c(OC)c3)C2)cc1 (stereo not given),97,96,98,97,94,-2,-8,97,-1,0,-8
C=CCNC(=O)NC(=O)COC(=O)/C=C/c1cccc([N+](=O)[O-])c1,95,94,92,96,100,-7,-5,93,-1,0,0
Cc1nnc(SCC(=O)Nc2sc3c(c2C#N)CCCCC3)n1N,99,97,98,99,100,-9,-1,99,-3,-2,-8
CC(=O)Nc1ccc(NC(=O)c2c(C)nc3ccccn23)cc1,98,99,99,100,102,-10,-7,101,-4,0,-4
O=C1CSc2ccc(C(=O)NCC(c3ccco3)N3CCCCC3)cc2N1 (stereo not given),97,98,98,96,100,0,-2,97,-2,-1,-1
COc1cc(NC(=O)CSc2nnc3ccc(-c4ccncc4)nn23)cc(OC)c1,96,93,97,96,99,-3,0,101,0,0,-4
O=C1C=C(O)CC(c2ccc(Cl)c(Cl)c2)C1 (stereo not given),98,95,97,96,99,-11,-5,99,-1,-3,-5
Cc1cc(C(=O)Nc2cccc(/C=C/C(=O)O)c2)c(C)o1,100,100,100,103,98,-4,0,100,-1,0,0
COc1ccc(C(=O)Nc2cccc(OC(=O)c3ccc(C)c(C)c3)c2)cc1,99,90,97,100,97,-15,-13,97,1,-2,-10
O=C(N/N=C/c1c(Cl)[nH]c2ccccc12)c1sc2ccccc2c1Cl,99,100,95,98,101,-5,-4,102,-5,-1,-7
Fc1ccc(N/N=C/C=C/c2ccccc2)c(F)c1,100,101,100,102,103,1,-2,102,-7,-4,-6
O=C(OCn1nnc2ccccc2c1=O)C1CCN(S(=O)(=O)c2cccs2)CC1,99,98,96,100,101,-17,-4,98,-6,-2,-7
O=C1c2ccccc2C(=O)c2c1ncn2-c1ccccc1,100,98,101,102,102,0,1,100,-5,-3,-3
Cc1cc(C)cc(OCC(=O)OCc2nnc(-c3ccccc3)o2)c1,99,97,99,108,100,-2,-1,99,-2,-5,-4
Cc1ccc(C(=O)Nc2nnc(-c3ccncc3)o2)cc1,95,95,95,100,102,-1,1,95,-4,-2,-1
O=C1NC(c2ccccc2)Nc2c1sc(=S)n2-c1ccccc1 (stereo not given),96,95,96,98,96,5,2,99,-2,-5,-5
CCc1ccc2c(c1)C(O)(CC(=O)c1cccs1)C(=O)N2 (stereo not given),100,96,101,106,102,-4,-2,97,-1,-2,-1
CCOC(=O)Nc1sc(C)c(C)c1C(=O)OCC,98,100,95,100,99,0,-1,99,1,0,-1
CCOc1ccc(-n2c(SCc3ccc(C(=O)OC)o3)nc3c(c2=O)SCC3)cc1,95,92,94,94,92,-11,-7,93,-8,-1,-7
CCOC(=O)c1nn(-c2ccccc2F)c(-c2ccccc2)c1C(=O)c1ccccc1,98,94,100,100,95,-2,1,97,1,2,0

# Nothing new here: an excerpt of the list.
SMILES,HRas wt GTP,Rac1 mut GTP,Rab2A wt mod,Rab7 wt modul,Rac1 wt modul,Bfl-1 Bim block,Bim-Bcl-2,Cdc42 wt,Bcl-XL Bim block,Bim-Bcl-W,Bcl-B Bim block
COc1ccc(S(=O)(=O)N2CCCC(C(=O)Nc3ccc(OC)c(OC)c3)C2)cc1 (stereo not given),97,96,98,97,94,-2,-8,97,-1,0,-8
C=CCNC(=O)NC(=O)COC(=O)/C=C/c1cccc([N+](=O)[O-])c1,95,94,92,96,100,-7,-5,93,-1,0,0
Cc1nnc(SCC(=O)Nc2sc3c(c2C#N)CCCCC3)n1N,99,97,98,99,100,-9,-1,99,-3,-2,-8

# (cont.)
SMILES,HRas wt GTP,Rac1 mut GTP,Rab2A wt mod,Rab7 wt modul,Rac1 wt modul,Bfl-1 Bim block,Bim-Bcl-2,Cdc42 wt,Bcl-XL Bim block,Bim-Bcl-W,Bcl-B Bim block
COc1ccc(N=C2NN=C(c3c(C)[nH]c4ccccc34)CS2)cc1,99,99,97,97,99,14,-5,101,-5,2,-18
CCN(Cc1ccccc1)C(=O)c1ccc(Cl)cc1[N+](=O)[O-],99,94,100,108,102,-10,-3,96,-2,0,-5
O=C(Oc1ccc(=O)n(-c2ccccc2)n1)c1ccc(Cl)cc1,102,102,100,102,103,-13,2,100,0,3,-2
CCN(CC)c1ccc(NC(=O)c2[nH]c(C)c(C(C)=O)c2C)c(C)c1,98,95,98,100,97,-2,-4,98,-2,-1,-15
COc1ccc(S(=O)(=O)N/N=C/c2ccc(OCCN3CCOCC3)c(OC)c2)cc1,102,100,100,102,106,0,0,104,-6,-4,-6
Cc1cccc(C(=O)NC2CC3CCCC(C2)N3S(=O)(=O)c2ccccc2)c1 (stereo not given),101,100,101,100,104,-18,-9,100,-5,-3,-7
CCOC(=O)Cc1csc(NC(=O)C2CCCCC2C(=O)O)n1 (stereo not given),97,97,97,98,97,-11,-10,98,3,0,-11
CCOc1ccccc1NC(=O)c1ccc([N+](=O)[O-])cc1,98,95,96,98,99,-6,-3,95,-2,-1,-1
O=c1c2cnn(-c3ccccc3)c2ncn1Cc1ccccn1,98,100,98,97,103,-7,-2,104,-7,-2,-1
CCOc1ccc(C(=O)NCCC(=O)NCCCC(=O)O)cc1,101,101,102,98,103,-6,-7,101,-3,0,-6
COc1cccc(-c2nc(NCCN3CCOCC3)c3ccccc3n2)c1O,95,94,94,94,97,0,-1,97,1,4,2
COc1oc(-c2ccc(Cl)cc2)nc1C(F)(F)F,101,97,103,99,106,7,9,102,-5,-4,-2
CN1C(=O)CSc2ccc(NC(=O)NCc3ccccc3)cc21,100,96,100,104,102,-6,-5,98,-4,2,-6
Cc1ccc(-c2csc(NC(=O)c3cc([N+](=O)[O-])ccc3N3CCOCC3)n2)cc1,96,97,99,100,103,-6,0,98,0,0,0
O=C(Nc1ccccc1C(=O)O)c1cc(S(=O)(=O)N2CCCCC2)cs1,88,87,87,98,85,-8,-6,85,-1,0,0
CN(C)c1ccc(-c2nn3c(C4CCCCC4)nnc3s2)cc1,97,94,96,96,97,0,-3,96,0,0,-1
Cc1cc(C)c2nc(N3CCN(C)CC3)c(C#N)cc2c1,95,95,94,94,93,-10,-7,95,-10,0,-5
CCOC(=O)Cc1nnc(NC(=O)CSc2ncc(-c3ccccc3)nn2)s1,98,92,100,107,95,3,1,95,-1,-1,1
COc1ccc(-n2c(COc3ccc(C)cc3)nnc2SCc2ccc(C#N)cc2)cc1,101,99,100,101,102,0,1,100,-1,-3,1
Cc1ccc(C(=O)c2cc([N+](=O)[O-])ccc2N2CCOCC2)cc1C,103,99,100,102,105,-15,-9,98,-5,-2,-12

# Profiles as entered above. Order of screens: HRas wt GTP, Rac1 mut GTP, Rab2A wt mod, Rab7 wt modul, Rac1 wt modul, Bfl-1 Bim block, Bim-Bcl-2, Cdc42 wt, Bcl-XL Bim block, Bim-Bcl-W, Bcl-B Bim block
# Results for `Cc1ccc(-c2csc(NC(=O)c3cc([N+](=O)[O-])ccc3N3CCOCC3)n2)cc1` : 96, 97, 99, 100, 103, -6, 0, 98, 0, 0, 0
# Results for `Cc1cc(C)c2nc(N3CCN(C)CC3)c(C#N)cc2c1` : 95, 95, 94, 94, 93, -10, -7, 95, -10, 0, -5
# Results for `CN(C)c1ccc(-c2nn3c(C4CCCCC4)nnc3s2)cc1` : 97, 94, 96, 96, 97, 0, -3, 96, 0, 0, -1

# Compounds shown so far that have fluorine, in the order listed:
SMILES,HRas wt GTP,Rac1 mut GTP,Rab2A wt mod,Rab7 wt modul,Rac1 wt modul,Bfl-1 Bim block,Bim-Bcl-2,Cdc42 wt,Bcl-XL Bim block,Bim-Bcl-W,Bcl-B Bim block
Fc1ccc(N/N=C/C=C/c2ccccc2)c(F)c1,100,101,100,102,103,1,-2,102,-7,-4,-6
CCOC(=O)c1nn(-c2ccccc2F)c(-c2ccccc2)c1C(=O)c1ccccc1,98,94,100,100,95,-2,1,97,1,2,0
COc1oc(-c2ccc(Cl)cc2)nc1C(F)(F)F,101,97,103,99,106,7,9,102,-5,-4,-2

# (list continues)
SMILES,HRas wt GTP,Rac1 mut GTP,Rab2A wt mod,Rab7 wt modul,Rac1 wt modul,Bfl-1 Bim block,Bim-Bcl-2,Cdc42 wt,Bcl-XL Bim block,Bim-Bcl-W,Bcl-B Bim block
Cc1cccc(NC(=O)CN2C(=O)C(C)Oc3ccccc32)n1 (stereo not given),98,93,98,102,96,-5,-5,96,-4,0,-5
CCC(CC)c1nnc(NC(=O)c2cc(-c3ccccc3)nc3ccccc23)s1,99,97,98,100,98,-1,-2,100,-18,-6,-7
S=c1[nH]nc(CCSCc2ccccc2)n1-c1ccccc1,96,93,96,100,101,0,-2,95,-3,3,-19
CN(Cc1ccccc1)S(=O)(=O)c1ccc(NC(=O)C2CCCO2)cc1 (stereo not given),102,104,101,96,105,0,-3,103,0,0,-2
CC(=O)c1ccc(NC(=S)NCCCn2ccnc2)cc1,98,96,97,95,100,-6,-4,99,-3,-2,-6
CCOC(=O)C1=C(CN2CCOCC2)NC(=O)NC1c1cccc([N+](=O)[O-])c1 (stereo not given),102,100,98,97,106,-4,-5,99,-2,1,-4
COCCN=C1Sc2nc3ccc(C)cc3cc2CN1Cc1ccco1,100,100,101,98,106,-17,-7,102,-9,-3,-13
Cc1[nH]c2ccccc2c1SCCNC(=O)c1ccc(Br)o1,101,100,99,94,104,0,-3,98,-6,-5,-8
CCOc1ncccc1C(=O)OCc1ccc(Cl)cc1,101,97,98,104,100,0,-1,101,0,-1,-1
CCCCc1ncc(CN2CCN(Cc3ccc(C)cc3)C(CCO)C2)[nH]1 (stereo not given),97,94,99,105,97,-6,-4,95,-5,-4,-7
CC(C)NS(=O)(=O)c1ccc(NC(=S)NC(=O)c2cccc([N+](=O)[O-])c2)cc1,100,100,98,95,103,-5,-3,97,-3,-3,-5
CN(C(=O)CSc1nnc(-c2n[nH]c3ccccc23)o1)c1ccccc1,99,98,99,99,103,-6,-3,103,-4,-2,-7
O=C(Cc1ccc([N+](=O)[O-])cc1)Nc1ccc(Cl)cc1,96,94,97,95,99,-2,0,96,-1,0,-2
CNC(=S)Nc1ccc(OC(F)(F)F)cc1,97,95,96,96,95,-6,-2,98,-2,-6,-10
CC1Cc2ccccc2N1CC(=O)NC(=O)NC(C)(C)C (stereo not given),95,95,95,94,97,-7,-5,98,0,0,-1
CC(=O)N1CCC2(CC1)C(C#N)=C(N)Oc1n[nH]c(C)c12,98,93,96,97,96,-15,-9,99,-14,-3,-9

# Compound activity deposited in PubChem BioAssay by NMMLSC.
